Screens: PubChem BioAssay, Fisher Drug Discovery Resource Center
hcGAS lum – blocks human cGAS activity; Q8N884; recombinant h-cGAS, ATP depletion, Kinase-Glo luminescence; inhibition, % at 12.5 µM; 0.081% of 290,000 active; AID 1259398;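 further: 0% = vehicle reaction and 100% = reaction without DNA for no activity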
Target sequence (Q8N884 whole entry, looked up): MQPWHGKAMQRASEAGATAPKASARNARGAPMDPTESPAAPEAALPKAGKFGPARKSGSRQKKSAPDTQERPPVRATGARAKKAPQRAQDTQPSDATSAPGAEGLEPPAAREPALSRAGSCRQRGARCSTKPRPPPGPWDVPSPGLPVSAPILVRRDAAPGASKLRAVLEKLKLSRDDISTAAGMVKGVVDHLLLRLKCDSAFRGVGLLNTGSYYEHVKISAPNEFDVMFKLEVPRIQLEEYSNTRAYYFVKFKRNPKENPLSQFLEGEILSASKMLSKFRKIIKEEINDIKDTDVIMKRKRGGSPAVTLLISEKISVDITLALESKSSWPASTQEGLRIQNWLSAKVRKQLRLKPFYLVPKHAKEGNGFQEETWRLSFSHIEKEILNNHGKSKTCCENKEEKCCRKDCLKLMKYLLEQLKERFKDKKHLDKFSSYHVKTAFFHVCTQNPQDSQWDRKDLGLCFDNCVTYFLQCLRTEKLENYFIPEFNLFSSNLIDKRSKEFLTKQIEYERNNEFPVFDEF
mcGAS inh – inhibitors of mouse cGAS; recombinant cGAS, Kinase-Glo ATP depletion luminescence; inhibition, % at 12.5 µM; 0.15% of 160,000 active;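 further: 0% = negative control wells and 100% = reference inhibitor with no enzyme activity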
NPYLR7 agonist – mosquito NPYLR7 agonism; HEK293T NPYLR7/Galpha15, GCaMP6s calcium fluorescence; activation, % at 10 µM; 0.15% of 270,000 active; AID 1259423; in the data active means activation above about 40%;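 further: 0% = vehicle and 100% = reference agonist at the receptor; some compounds past the cut are filed as inactive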
Numbers without * were called inactive; & = joins results of further samples. Unless noted, no stated cut-off is given here; in the data, active means inhibition above about 40%; inactive means the rest.

Screening CC1(C)OCC(CNC(=O)Nc2ccccc2)O1 (stereo not given) returned hcGAS lum -3, mcGAS inh -5 and NPYLR7 agonist 1.
For CCc1nc(CN(C)Cc2cccc(C(=O)Nc3cnns3)c2)no1 the results were hcGAS lum -8 and mcGAS inh -12.
Screening Cc1sc2nc(C3CC3)nc(N3CCCC3)c2c1C returned hcGAS lum 0 and mcGAS inh -6.
`Cc1cc(C)cc(C(=O)N2CCCC(C(=O)Nc3n[nH]c(C(F)(F)F)n3)C2)c1` (stereo not given) gave hcGAS lum -1 and NPYLR7 agonist 0.
O=C(CN1CCCC1c1nc(-c2ccncc2)no1)NCc1ccccc1F (stereo not given) was read as hcGAS lum 0, mcGAS inh -10 and NPYLR7 agonist 13.
CN(CCc1ccccc1)C1(C(=O)NC2CCNCC2)Cc2ccccc2C1 was read as hcGAS lum -10 and NPYLR7 agonist 5.
CC(c1cccs1)N(C)C(=O)c1coc(COc2ccc3c(c2)OCO3)n1 (stereo not given) was read as hcGAS lum -3, mcGAS inh -16 and NPYLR7 agonist 9.
`O=C(O)c1cc(-c2ccccc2)nn1-c1ccc(Cl)cc1` gave hcGAS lum -2 and NPYLR7 agonist 1.
Screening COc1ccccc1-c1ccc(SCC(=O)N2CCC(C)CC2)nn1 returned hcGAS lum -6, mcGAS inh -6 and NPYLR7 agonist -2.
Screening CCSc1nnc2c(n1)OC(c1ccco1)Nc1ccccc1-2 (stereo not given) returned hcGAS lum -4, mcGAS inh -3 and NPYLR7 agonist -4.
For CSc1nc(Oc2ccc(C)c(C)c2)cc(-n2nc(C)c(C(N)=O)c2N)n1 the results were hcGAS lum -7 and NPYLR7 agonist 3.
COc1ccc(-c2ccc(=O)n(CCNS(=O)(=O)c3c(C)cc(C)cc3C)n2)cc1 was read as hcGAS lum -7, mcGAS inh -8 and NPYLR7 agonist -3.
Screening c1c[nH]c(CN2CCN(CCn3cncn3)CC2)n1 returned hcGAS lum -1 and NPYLR7 agonist 1.
`O=C(NC1CCC2(CC1)OCCO2)c1ccccc1Oc1cccnc1` gave hcGAS lum -9 and NPYLR7 agonist 4.
O=[N+]([O-])c1cccnc1NCc1nnc2c(Cl)cc(C(F)(F)F)cn12 was read as hcGAS lum 3 and NPYLR7 agonist 1.
Screening CCN1CCC(NS(=O)(=O)c2ccc(C)cc2)CC1 returned hcGAS lum 0 and NPYLR7 agonist -3.
`CCN(CC)c1ccc(CNCCO)cc1` gave hcGAS lum -3, mcGAS inh -6 and NPYLR7 agonist -12.
For CCCCn1c(CN2CCC(Cc3ccccc3)CC2)nc2c1c(=O)n(C)c(=O)n2C the results were hcGAS lum -7, mcGAS inh -7 and NPYLR7 agonist 2.
`Cc1ccc(SCC(O)COC(C)C)c(C)c1` (stereo not given) gave hcGAS lum 0 and NPYLR7 agonist 0.
CCN(CC)c1ccc(C=C2CCC(C=NN=Cc3cccnc3)=C2N2CCOCC2)cc1 was read as hcGAS lum -6, mcGAS inh -6 and NPYLR7 agonist 0.
For CN(C)S(=O)(=O)c1ccc(C(=O)Nc2nnc(-c3ccc(F)cc3)s2)cc1 the results were hcGAS lum 0, mcGAS inh -7 and NPYLR7 agonist -3.
Cc1ccc(-n2nnnc2CNC(=O)COc2cccc3c2OC(C)(C)C3)cc1C was read as hcGAS lum -6, mcGAS inh -7 and NPYLR7 agonist 0.
For Cc1ccccc1CNCc1cccc(NC(=O)CCN2CCOCC2)c1 the results were hcGAS lum -7 and NPYLR7 agonist 2.
Screening CCOC(=O)CN1CC2NC3CCC2(CC3)OC1=O (stereo not given) returned hcGAS lum -3, mcGAS inh -8 and NPYLR7 agonist 27.
CC(C)NC(=O)N(Cc1ccco1)Cc1cc(NC(=O)C2CCCC2)ccc1N(C)C was read as hcGAS lum -1 and mcGAS inh -7.
For O=C1CCc2cc(-c3cccc4cccnc34)ccc21 the results were hcGAS lum -5, mcGAS inh -11 and NPYLR7 agonist -2.
Screening Cc1nc(C(=O)NC(C)C2CC3CCC2C3)nn1-c1ccc(F)cc1 (stereo not given) returned hcGAS lum -15 and NPYLR7 agonist 4.
`CC(=O)NCC(=O)Nc1ccc(Cl)c(C(=O)OC(C)C)c1` gave hcGAS lum 7, mcGAS inh 1 and NPYLR7 agonist -5.
`O=C(Nc1cccc2cccnc12)N1CCCC1C1CCCC1` (stereo not given) gave hcGAS lum -15 and NPYLR7 agonist 2.
For Cc1ccc(-c2ccc(CCC(=O)N3CCN(CCC#N)CC3)n2-c2ccc(CC#N)cc2)c(C)c1 the results were hcGAS lum -3, mcGAS inh -5 and NPYLR7 agonist 27.

Four entries already listed, arranged by length of the SMILES, rising.
`CCN(CC)c1ccc(CNCCO)cc1` gave hcGAS lum -3, mcGAS inh -6 and NPYLR7 agonist -12.
`Cc1ccc(SCC(O)COC(C)C)c(C)c1` (stereo not given) gave hcGAS lum 0 and NPYLR7 agonist 0.
For O=C1CCc2cc(-c3cccc4cccnc34)ccc21 the results were hcGAS lum -5, mcGAS inh -11 and NPYLR7 agonist -2.
`O=C(Nc1cccc2cccnc12)N1CCCC1C1CCCC1` (stereo not given) gave hcGAS lum -15 and NPYLR7 agonist 2.

Following part.
Screening Cc1cc(C)n(-c2ccc(N3CCN(C(=O)c4ccc(F)cc4Cl)CC3)nn2)n1 returned hcGAS lum -6, mcGAS inh -7 and NPYLR7 agonist -6.
Screening c1ccc(C(c2ccccc2)c2n[nH]c3c2CN(CCCn2ccnc2)CC3)cc1 returned hcGAS lum -11 and NPYLR7 agonist 7.
For CN(Cc1nc2ccc(Cl)cc2[nH]1)Cc1cn(C)nc1-c1ccc2c(c1)OCCO2 the results were hcGAS lum 3 and NPYLR7 agonist 6.
`C/C=C\C(=O)Nc1cc(C)nn1-c1nc(-c2ccc(F)cc2)cs1` gave hcGAS lum -4, mcGAS inh -8 and NPYLR7 agonist -7.
For CCN1CCN(C2=C(c3c(-c4ccccc4)[nH]n(-c4ccccc4)c3=O)C(=O)N(c3ccc(OC)cc3)C2=O)CC1 the results were hcGAS lum -4&-6, mcGAS inh -9&-8 and NPYLR7 agonist 8&22.
For Cc1ccn(-c2ccc(N3CCN(C(=O)c4cccc(C(F)(F)F)c4)CC3)nn2)n1 the results were hcGAS lum -6, mcGAS inh -9 and NPYLR7 agonist -4.
Screening Cc1ccc(S(=O)(=O)N2CCC(NC(=O)CN3CSCC3=O)CC2)cc1 returned hcGAS lum -9, mcGAS inh -12 and NPYLR7 agonist 13.
Screening Cc1ccccc1-c1ccc(=O)n(CC(=O)N2CCOCC2)n1 returned hcGAS lum 13 and NPYLR7 agonist 1.
Cc1cccc2oc(CCNC(=O)C3CC4C=CC3C4)nc12 (stereo not given) was read as hcGAS lum -3, mcGAS inh -1 and NPYLR7 agonist -6.
Screening CCN(C)c1nc2ccccc2c2nnc(C)n12 returned hcGAS lum -4 and NPYLR7 agonist 27.
`COc1ccc(-c2ccc(SCC(=O)N3CCc4ccccc43)nn2)cc1` gave hcGAS lum 2, mcGAS inh -7 and NPYLR7 agonist 2.
`Cc1ccc(C(=O)NCc2cccc(C(F)(F)F)c2)cc1Oc1nc(Cc2ccc(F)cc2)ns1` gave hcGAS lum -1 and mcGAS inh 0.
For Cc1c(C)n2c3c(=O)n(Cc4cccc(Cl)c4)c(=O)n(C)c3nc2n1CCN1CCOCC1 the results were hcGAS lum 1 and NPYLR7 agonist 0.
`Cn1c(=O)n(CCCO)c(=O)c2c1nc1n(-c3ccccc3)c(-c3ccccc3)cn21` gave hcGAS lum -8, mcGAS inh -7 and NPYLR7 agonist 4.
`Cc1ccc(NC(=O)N(CC(=O)N(Cc2ccccc2)Cc2cccn2Cc2ccc(F)cc2)CC(C)C)c(C)c1` gave hcGAS lum -1, mcGAS inh -4 and NPYLR7 agonist 2.
Screening CCOCC(=O)NCC1CN(c2ccc3c(c2)OCO3)C(=O)O1 (stereo not given) returned hcGAS lum -7 and NPYLR7 agonist 4.
CCCCCCCCn1c(=O)c2c(nc3oc(C)cn32)n(C)c1=O was read as hcGAS lum -5, mcGAS inh -7 and NPYLR7 agonist 9.
COc1ccc(C(=O)OCCN(C)C2=NS(=O)(=O)c3ccccc32)cc1OC was read as hcGAS lum -6, mcGAS inh -6 and NPYLR7 agonist 11.
Screening CCN1CCN(c2c(CN(C(=O)Cc3cccs3)C(C)C)c(C)nn2-c2ccccc2)CC1 returned hcGAS lum -8, mcGAS inh -5 and NPYLR7 agonist -1.
Screening COC(=O)C(c1ccccc1F)C1C=CC(NC(=O)c2ccc(Oc3cc(Cl)cc(Cl)c3)o2)C1 (stereo not given) returned hcGAS lum -9, mcGAS inh -8 and NPYLR7 agonist 4.
Cc1ccc(-n2ncc3c(=O)[nH]c(-n4nc(C)cc4NC(=O)COc4ccccc4C)nc32)cc1 was read as hcGAS lum -3 and mcGAS inh -7.
NS(=O)(=O)c1ccc(CNS(=O)(=O)N2CCCCCC2)s1 was read as hcGAS lum 3, mcGAS inh -2 and NPYLR7 agonist 8.
CCC(C(=O)Nc1ccc(N2CCN(c3ccccc3OC)CC2)c(C(=O)NC2CCCCC2)c1)c1ccccc1 (stereo not given) was read as hcGAS lum -6, mcGAS inh -5 and NPYLR7 agonist -11.
Screening COc1ccc(NC(=O)c2ccc(-c3cccc(NC(C)=O)c3)o2)cc1 returned hcGAS lum -2 and NPYLR7 agonist -4.
`N#Cc1nc(-c2ccc(S(=O)(=O)N3CCCC3)cc2)oc1N1CCc2ccccc2C1` gave hcGAS lum -10, mcGAS inh -10 and NPYLR7 agonist -1.
`COC(=O)c1ccccc1CN(C)C(=O)Cc1ccc(F)cc1` gave hcGAS lum 3, mcGAS inh 5 and NPYLR7 agonist -1.
For C=CCOn1c(=O)c(-c2ccc(OCC)cc2)[n+]([O-])c2ccccc21 the results were hcGAS lum -9 and NPYLR7 agonist 8.
Screening O=C(CCN(c1nc(-c2ccco2)nc2ccccc12)C1CC1)N1CCN(c2ccccc2F)CC1 returned hcGAS lum 5, mcGAS inh 3 and NPYLR7 agonist -5.
Screening Cc1[nH]n(-c2ccccc2)c(=O)c1N=Nc1cccc([N+](=O)[O-])c1 returned hcGAS lum -5 and NPYLR7 agonist -5.
`Cc1nc2ccccn2c(=O)c1NC(=O)COc1ccc2ccccc2c1` gave hcGAS lum -7 and NPYLR7 agonist 4.
CCN1CCN(C(c2ccco2)C2Sc3ncnn3C2=O)CC1 (stereo not given) was read as hcGAS lum -4, mcGAS inh -5 and NPYLR7 agonist 8.
`CCCN(Cc1c(CC)nn(-c2ccc(F)cc2)c1N1CCN(C(C)C)CC1)C(=O)c1cccs1` gave hcGAS lum 1, mcGAS inh -3 and NPYLR7 agonist 5.
`CC1ON=C(Cc2ccccc2)N(Cc2ccccc2F)C1=O` (stereo not given) gave hcGAS lum 1 and NPYLR7 agonist 2.
CCn1c(CC2CCNCC2)nn(Cc2nc(COC)no2)c1=O was read as hcGAS lum -8 and NPYLR7 agonist 1.
`N#CCn1nnc2ccccc21` gave hcGAS lum -9 and NPYLR7 agonist -2.
CN(Cc1ccc(F)cc1F)C(=O)NCc1cccc(C(F)(F)F)c1 was read as hcGAS lum -11 and NPYLR7 agonist 6.
For Cn1c(=O)c2c(nc(SCC(=O)N3CCOCC3)n2C)n(C)c1=O the results were hcGAS lum -8, mcGAS inh -4 and NPYLR7 agonist 4.
For Cc1ccc(S(=O)(=O)Nc2nc(N3C(=O)c4ccccc4C3=O)n(-c3ccccc3)n2)cc1 the results were hcGAS lum 2 and NPYLR7 agonist 9.
For CCOC(=O)CCC(=O)N1CCc2c([nH]c3ccc(OC)cc23)C1c1ccc(OCc2ccccc2)cc1 (stereo not given) the results were hcGAS lum -15, mcGAS inh -9 and NPYLR7 agonist 0.
Screening Cc1nc(-c2cccc(NCc3cc(=O)n4cc(Br)ccc4n3)c2)cs1 returned hcGAS lum -6 and NPYLR7 agonist 6.
Screening Cc1ccc(N)c(OCc2ccccc2)c1 returned hcGAS lum -4 and NPYLR7 agonist 1.
`O=C(NCc1ccccn1)c1nn(-c2cccc(F)c2)c(=O)n(Cc2cccc(Cl)c2)c1=O` gave hcGAS lum -6, mcGAS inh -4 and NPYLR7 agonist 12.
`Cc1cccc(Nc2nc(NCC(C)O)nc3c2cnn3-c2ccccc2)c1` (stereo not given) gave hcGAS lum -5, mcGAS inh -7 and NPYLR7 agonist 2.

In the list so far, 8 have a Cl atom.
`O=C(O)c1cc(-c2ccccc2)nn1-c1ccc(Cl)cc1` gave hcGAS lum -2 and NPYLR7 agonist 1.
O=[N+]([O-])c1cccnc1NCc1nnc2c(Cl)cc(C(F)(F)F)cn12 was read as hcGAS lum 3 and NPYLR7 agonist 1.
`CC(=O)NCC(=O)Nc1ccc(Cl)c(C(=O)OC(C)C)c1` gave hcGAS lum 7, mcGAS inh 1 and NPYLR7 agonist -5.
Screening Cc1cc(C)n(-c2ccc(N3CCN(C(=O)c4ccc(F)cc4Cl)CC3)nn2)n1 returned hcGAS lum -6, mcGAS inh -7 and NPYLR7 agonist -6.
For CN(Cc1nc2ccc(Cl)cc2[nH]1)Cc1cn(C)nc1-c1ccc2c(c1)OCCO2 the results were hcGAS lum 3 and NPYLR7 agonist 6.
For Cc1c(C)n2c3c(=O)n(Cc4cccc(Cl)c4)c(=O)n(C)c3nc2n1CCN1CCOCC1 the results were hcGAS lum 1 and NPYLR7 agonist 0.
Screening COC(=O)C(c1ccccc1F)C1C=CC(NC(=O)c2ccc(Oc3cc(Cl)cc(Cl)c3)o2)C1 (stereo not given) returned hcGAS lum -9, mcGAS inh -8 and NPYLR7 agonist 4.
`O=C(NCc1ccccn1)c1nn(-c2cccc(F)c2)c(=O)n(Cc2cccc(Cl)c2)c1=O` gave hcGAS lum -6, mcGAS inh -4 and NPYLR7 agonist 12.

This is a random part of the collection (roughly 0.26% active in at least one column).
